Lipid storage S3: qHTS Assay for Lipid Storage Modulators in Drosophila S3 Cells; Drosophila S3 cells, BODIPY lipid droplet fluorescence, 18-24 h; cells fed with added oleic acid; 0.64% of 320,000 active; lipid storage change, negative = inhibition, % at the top dose, mostly 46.1 µM; hits show Potency in µM; active = well fitted inhibition curve with a large enough effect in the signal ratio, with a control signal flat, not every such curve was filed as active; inconclusive = small, poorly fitted or top-dose-only effect, or effect the other way, or a change in a side signal; the % refers to the signal ratio
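Drosophila S3 cells got compounds at several concentrations plus oleic acid (400 uM solution). Laser-scanning cytometry with 488 nm excitation read lipid droplets at 500-530 nm and cells at 575-640 nm. Percent activity was relative to 20 uM Triacsin C.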
Lipid storage S3 cell count max: further read-out of Lipid storage S3, marked with its call; cell number change, %; measured here: cell count max response;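 cells counted by Cell Tracker Red CMTPX staining in the red channel; peak over a dose series mostly up to 46.1 µM; percent activity relative to internal control wells on each plate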
* marks the source's active call; other numbers are inactive results; [ ] = dose if it differs, or a comment. % is scaled to controls: 0 for no effect and ±100 for the full control effect; potency is read from the fitted curve at half-maximal effect. Not all compounds are listed (hit frequency here may not be typical).

The opening 5 records, ahead of the listing:
CCN(c1ccccc1)S(=O)(=O)c1ccc(NCC2COc3ccccc3O2)nc1 (stereo unspecified) was read as Lipid storage S3 1%.
`Cc1ccc(-c2cc(C(=O)NCc3ccc4c(c3)OCO4)[nH]n2)c(O)c1C` gave Lipid storage S3 inconclusive.
`Cc1cccc(CS(=O)(=O)Cc2ccc(C(=O)NCc3cccnc3)o2)c1` gave Lipid storage S3 inconclusive.
`CCc1noc(C)c1C(=O)N(CC)c1nc2c(C)cccc2s1` gave Lipid storage S3 inconclusive.
COc1ccc(/C=N/NC(=O)c2ccncc2)cc1COc1ccc(NC(C)=O)cc1 was read as Lipid storage S3 11% and Lipid storage S3 cell count max 17.

Main list, from the start:
CCN(c1ccccc1)S(=O)(=O)c1ccc(NCC2COc3ccccc3O2)nc1 (stereo unspecified) was read as Lipid storage S3 1%.
`Cc1ccc(-c2cc(C(=O)NCc3ccc4c(c3)OCO4)[nH]n2)c(O)c1C` gave Lipid storage S3 inconclusive.
`Cc1cccc(CS(=O)(=O)Cc2ccc(C(=O)NCc3cccnc3)o2)c1` gave Lipid storage S3 inconclusive.
`CCc1noc(C)c1C(=O)N(CC)c1nc2c(C)cccc2s1` gave Lipid storage S3 inconclusive.
COc1ccc(/C=N/NC(=O)c2ccncc2)cc1COc1ccc(NC(C)=O)cc1 was read as Lipid storage S3 11% and Lipid storage S3 cell count max 17.
Screening Nc1c(C(=O)Nc2ccc(F)cc2)sc(=S)n1-c1ccccc1F returned Lipid storage S3 1% and Lipid storage S3 cell count max 8.
`Cc1ccc2[nH]c(=O)c(CN(CCCN3CCOCC3)C(=O)NC3CCCCC3)cc2c1` gave Lipid storage S3 inconclusive.
For COc1ccc(NC(C)c2ccccc2)cc1 (stereo unspecified) the results were Lipid storage S3 0% and Lipid storage S3 cell count max -5.
`CC(C)CCNC(=O)NC(=O)COC(=O)C1=COCCO1` gave Lipid storage S3 -2% and Lipid storage S3 cell count max -8.
Screening CC(C)Sc1n[nH]c(=O)n1-c1ccccc1 returned Lipid storage S3 inconclusive.
For O=C(NC(=S)Nc1ccc2c(c1)OCCO2)c1cccc2ccccc12 the results were Lipid storage S3 inconclusive.
For Cc1ccc(C)c(-n2nnnc2SCC(=O)Nc2cccc(-c3nnc4n3CCCCC4)c2)c1 the results were Lipid storage S3 inconclusive.
For CC(=O)OCC1OC(Nc2cccc(C)c2)C(OC(C)=O)C(OC(C)=O)C1OC(C)=O (stereo unspecified) the results were Lipid storage S3 inconclusive.
`CCN1CCN(C(=O)C2(NC(=O)Nc3cccc(F)c3)CCCCC2)CC1` gave Lipid storage S3 -7% and Lipid storage S3 cell count max -9.
`C/C(=N/NC(=O)c1ccc(O)cc1)c1cccc([N+](=O)[O-])c1` gave Lipid storage S3 inconclusive.
Cc1cc(C)n(-c2nc(C)nc(NCc3ccccc3)n2)n1 was read as Lipid storage S3 inconclusive.
`CC1CCCN(CCCNC(=O)C2CC(=O)N(c3ccc(F)c(Cl)c3)C2)C1` (stereo unspecified) gave Lipid storage S3 -7% and Lipid storage S3 cell count max -4.
Screening CC(C)c1nc2oc3c(NCc4cccnc4)ncnc3c2c2c1CCC2 returned Lipid storage S3 13% and Lipid storage S3 cell count max -18.
For COc1cccc(CNC(=O)Cc2c(C(=O)O)[nH]c3ccccc23)c1 the results were Lipid storage S3 inconclusive.
`CC(=O)Nc1cc(NC(=O)C2C3C=CC(C3)C2C(=O)O)ccc1Cl` (stereo unspecified) gave Lipid storage S3 10% and Lipid storage S3 cell count max 7.
For COc1cc2cc(CN(CCCN3CCOCC3)Cc3nnnn3Cc3ccccc3)c(=O)[nH]c2cc1OC the results were Lipid storage S3 -4% and Lipid storage S3 cell count max 7.
N/C(=N\OC(=O)c1cccs1)c1cccc([N+](=O)[O-])c1 was read as Lipid storage S3 inconclusive.
COc1ccc(/C=C/C(=O)OCC(=O)NC2CCCC2)c(OC)c1 was read as Lipid storage S3 inconclusive.
`Cc1onc(-c2ccccc2Cl)c1C(=O)Nc1cccc2nsnc12` gave Lipid storage S3 inconclusive.
For COc1ccc(N2CCn3c2nc2c3c(=O)n(CCCc3ccccc3)c(=O)n2C)c(OC)c1 the results were Lipid storage S3 inconclusive.
`CCCC(=O)Nc1cc(-c2nc3ncccc3o2)ccc1Cl` gave Lipid storage S3 -19% and Lipid storage S3 cell count max 3.
Screening O=C(CCl)NNC(=O)c1c(O)c2ccccc2[nH]c1=O returned Lipid storage S3 inconclusive.
Cc1ccc(S(=O)(=O)Nc2cc(C)c(O)c(Sc3n[nH]c(C)n3)c2)cc1 was read as Lipid storage S3 inconclusive.
O=C1c2cccnc2C(Nc2ccc(Cl)cc2)N1Cc1cccs1 (stereo unspecified) was read as Lipid storage S3 -9% and Lipid storage S3 cell count max -11.
For O=C(Cn1c(-c2ccccc2)noc1=O)NCc1ccccc1 the results were Lipid storage S3 0%.
Screening COc1ccccc1OCC(=O)Nc1c2c(nn1-c1ccccc1)CS(=O)(=O)C2 returned Lipid storage S3 -14% and Lipid storage S3 cell count max -14.
`C=CCNC(=O)COc1cc(C)cc(C)c1C` gave Lipid storage S3 1%[9.22 µM] and Lipid storage S3 cell count max 8.
Screening O=C(NNS(=O)(=O)c1ccc(F)cc1)c1cc2ccccc2cc1O returned Lipid storage S3 -15% and Lipid storage S3 cell count max -21.
`O=C(OCC(=O)N1CCCC1)c1cc2c(cc1[N+](=O)[O-])OCCO2` gave Lipid storage S3 2% and Lipid storage S3 cell count max 9.
Screening CCOC(=O)N1CCN(C(=O)CN(Cc2ccc(Cl)cc2)S(C)(=O)=O)CC1 returned Lipid storage S3 inconclusive.
`Cc1nn(-c2nc(-c3ccco3)cc(C(F)(F)F)n2)c(C)c1Cl` gave Lipid storage S3 inconclusive.
O=C(O)CC(NC(=O)C1c2ccccc2Oc2ccccc21)c1ccc(Cl)cc1 (stereo unspecified) was read as Lipid storage S3 1% and Lipid storage S3 cell count max 2.
Screening CCc1noc(C)c1C(=O)Nc1ccc(S(=O)(=O)N2CCC(C)CC2)cc1 returned Lipid storage S3 inconclusive.
For Cc1ccc(S(=O)(=O)Cn2nnnc2C(c2ccccc2)N2CCN(c3ccccc3)CC2)cc1 (stereo unspecified) the results were Lipid storage S3 2% and Lipid storage S3 cell count max 3.
`Cc1ccc(-c2cc(C(=O)O)c3sc(N4CCCCC4)nc3n2)cc1` gave Lipid storage S3 inconclusive.
Screening NC(=O)Cc1ccc2c(c1)[nH]c1ccccc12 returned Lipid storage S3 inconclusive.
Screening COC(=O)c1ccc(S(=O)(=O)N2CCc3ccccc3C2)cc1 returned Lipid storage S3 inconclusive.
For CS/C(=N\N(C)C(N)=O)c1ccccc1 the results were Lipid storage S3 inconclusive.
Screening CCOC(=O)c1c(-c2ccccc2Cl)csc1NC(=O)c1cc(S(=O)(=O)N2CCOCC2)ccc1C returned Lipid storage S3 inconclusive.
CCN(CC)C(=O)c1cncc(C(=O)N(CC)CC)c1-c1ccccc1 was read as Lipid storage S3 inconclusive.
Cc1ccc(Nc2nnc(SCC(=O)c3ccc(Br)s3)s2)c(C)c1 was read as Lipid storage S3 inconclusive.
`Cc1nc2c(-c3ccc(Cl)cc3)cnn2c2c1CCC2` gave Lipid storage S3 inconclusive.
Screening Cc1ccc(Cl)cc1NC(=O)Cn1cccc1 returned Lipid storage S3 10% and Lipid storage S3 cell count max 16.
`COc1ccc(S(=O)(=O)NCCN2CCNC2=O)cc1OC` gave Lipid storage S3 -10% and Lipid storage S3 cell count max -1.
Screening CC(C)(CO)Nc1ccc([N+](=O)[O-])cc1[N+](=O)[O-] returned Lipid storage S3 -2% and Lipid storage S3 cell count max 11.

As a working copy, some entries already given:
N/C(=N\OC(=O)c1cccs1)c1cccc([N+](=O)[O-])c1 was read as Lipid storage S3 inconclusive.
COc1ccc(/C=C/C(=O)OCC(=O)NC2CCCC2)c(OC)c1 was read as Lipid storage S3 inconclusive.
`Cc1onc(-c2ccccc2Cl)c1C(=O)Nc1cccc2nsnc12` gave Lipid storage S3 inconclusive.
For COc1ccc(N2CCn3c2nc2c3c(=O)n(CCCc3ccccc3)c(=O)n2C)c(OC)c1 the results were Lipid storage S3 inconclusive.
`CCCC(=O)Nc1cc(-c2nc3ncccc3o2)ccc1Cl` gave Lipid storage S3 -19% and Lipid storage S3 cell count max 3.

Remaining list, next part:
CC(C)Oc1ccc(C(=O)NC(=S)Nc2ccc(Cl)c(C(=O)O)c2)cc1 was read as Lipid storage S3 1% and Lipid storage S3 cell count max 17.
CCCOc1ccc(Cc2nn3c(=O)/c(=C/c4ccco4)sc3nc2=O)cc1 was read as Lipid storage S3 -10% and Lipid storage S3 cell count max 28.
`COc1cccc(C(=S)N2CCCC2)c1OC` gave Lipid storage S3 inconclusive.
COc1cc(Cl)c(C)cc1NC(=O)COC(=O)C1=COCCO1 was read as Lipid storage S3 inactive and Lipid storage S3 cell count max -11.
Screening O=C(O)C1CCCCC1C(=O)NC(c1ccccc1)c1ccccc1 (stereo unspecified) returned Lipid storage S3 -10% and Lipid storage S3 cell count max -1.
For O=C(NCc1ccco1)Nc1ccc(Br)cc1 the results were Lipid storage S3 6% and Lipid storage S3 cell count max 0.
`CCCn1c(=O)c2ccccc2n2c(SCCOc3ccccc3)nnc12` gave Lipid storage S3 inconclusive.
O=C(CN1CCCCCC1)Nc1cccc([N+](=O)[O-])c1 was read as Lipid storage S3 inconclusive.
Screening O=C(NCc1ccc2c(c1)OCO2)c1cccc(Cl)c1 returned Lipid storage S3 inconclusive.
For COc1ccc(S(=O)(=O)n2nc(C)cc2C)c(C)c1C the results were Lipid storage S3 inconclusive.
`O=c1[nH]cnc2scc(-c3ccc(-c4ccccc4)cc3)c12` gave Lipid storage S3 inconclusive.
Screening CCn1c(SCc2ccc([N+](=O)[O-])cc2)nnc1C(C)NC(=O)c1ccc(C)cc1 (stereo unspecified) returned Lipid storage S3 -5% and Lipid storage S3 cell count max -3.
`O=C(Nc1nc2ccccc2[nH]1)NC1CCCCC1` gave Lipid storage S3 inconclusive.
COc1ccc(-c2nc(-c3ccc(Br)o3)no2)cc1 was read as Lipid storage S3 inconclusive.
`CC(=O)c1cccc(NC(=O)NC(C)C2CCCO2)c1` (stereo unspecified) gave Lipid storage S3 inconclusive.
`CCOC(=O)C1(Cc2ccccc2)CCCN(Cc2ccc(OCCO)cc2)C1` (stereo unspecified) gave Lipid storage S3 8% and Lipid storage S3 cell count max -7.
`O=C(COc1ccccc1F)N1CCCc2ccccc21` gave Lipid storage S3 inconclusive.
COc1cccc(CN(C)C(=O)c2ccc(C)c(S(=O)(=O)N3CCCCC3)c2)c1 was read as Lipid storage S3 inconclusive.
CC(=O)N1CCc2cc(S(=O)(=O)CCC(=O)N3CCN(c4ccccc4)CC3)ccc21 was read as Lipid storage S3 inactive and Lipid storage S3 cell count max 19.
Screening O=C(/C=C/c1cccc(Br)c1)Nc1nn[nH]n1 returned Lipid storage S3 0% and Lipid storage S3 cell count max 23.
For CC(C)NC(=O)CCCN1C(=O)c2ccccc2Sc2ncccc21 the results were Lipid storage S3 inactive.
Screening O=C(O)c1nn(CCOc2ccccc2F)c(=O)c2ccccc12 returned Lipid storage S3 inconclusive.
For CC(C)c1nnc(NC(=O)CCS(=O)(=O)c2nc(-c3cccs3)cc(C(F)(F)F)n2)s1 the results were Lipid storage S3 inconclusive.
Screening Cc1ccn2c(=O)nc(SCC(=O)N3CCN(c4ccccc4)CC3)nc2c1 returned Lipid storage S3 inconclusive.
Screening O=C(COC(=O)c1ccccc1Cl)Nc1cccnc1Cl returned Lipid storage S3 6% and Lipid storage S3 cell count max -30.
`O=C(COc1ccccc1)Nn1cnc2ccccc21` gave Lipid storage S3 8% and Lipid storage S3 cell count max 1.
Cc1sc2ncnc(Sc3ccccc3C(=O)Nc3ccc(Br)cc3)c2c1C was read as Lipid storage S3 -14% and Lipid storage S3 cell count max -11.
For NC(=O)c1ccccc1NC(=O)Nc1cccc(Cl)c1 the results were Lipid storage S3 inconclusive.
For Cc1cc(OCC(=O)NCCc2ccc(S(N)(=O)=O)cc2)c2c(C)cc(=O)oc2c1 the results were Lipid storage S3 -17% and Lipid storage S3 cell count max -1.
`COc1ccc(CCNC(=O)c2ccc(OC)c(OC)c2)cc1OC` gave Lipid storage S3 inconclusive.
`CC(C)OCCCn1c(-c2ccc(Br)cc2)c[nH]c1=S` gave Lipid storage S3 inconclusive.
Screening Cc1ccc(S(=O)(=O)Oc2cccc(/C=N/n3cnnc3)c2)cc1 returned Lipid storage S3 inconclusive.
Screening O=C(CSc1nnc(CNC(=O)c2ccccc2)o1)NCc1ccccc1Cl returned Lipid storage S3 inconclusive.
`CSc1nsc(SCC(=O)Nc2ccc(F)cc2F)n1` gave Lipid storage S3 inconclusive.
For CC1(C)Cc2c(sc3c2c(=O)n(-c2ccc(Cl)cc2)c(=O)n3CC(N)=O)CO1 the results were Lipid storage S3 8% and Lipid storage S3 cell count max 1.
Screening CCc1ccccc1NC(=O)CN1CCN(CC(=O)Nc2ccc(-c3ccccc3)cc2)CC1 returned Lipid storage S3 inactive and Lipid storage S3 cell count max 10.
For Cc1ccc(S(=O)(=O)N(CC(O)CN2CCCCC2)c2cccc([N+](=O)[O-])c2)cc1 (stereo unspecified) the results were Lipid storage S3 inconclusive.
`CCOC(=O)C1=C(C)NC2=C(C(=O)CC(C)(C)C2)C1c1cccc(C)n1` (stereo unspecified) gave Lipid storage S3 inconclusive.
Screening CC(C)C(NC(=O)c1ccc(F)cc1)C(=O)OCC(=O)N1CC(=O)Nc2ccccc21 (stereo unspecified) returned Lipid storage S3 inconclusive.
CNC(=O)COC(=O)/C=C/c1ccco1 was read as Lipid storage S3 inconclusive.

High-throughput results as filed in PubChem.
